Assay outcomes from PubChem BioAssay.
H9c2 protect: myocardial damage modulation in H9c2 cells. H9c2 cardiomyocytes, H2O2 injury protection, ATPLite, 2 h. protection from H2O2 cell death, % at 20 µM. 360,000 compounds, 0.63% hits;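 active = compounds giving at least 50% protection of heart cells from peroxide-induced death in the single-dose screen, raw or plate-pattern-corrected value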;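 note: 0% = DMSO wells with peroxide and 100% = DMSO wells without peroxide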
hiPSC survival: increases survival of single human iPS cells; hiPSC single-cell survival, ATPlite luminescence; 100% = ROCK inhibitor wells, 0% = DMSO; survival enhancement, % at 20 µM; 360,000 compounds, 0.044% hits; AID 602274; in the data active = survival enhancement above about 18%;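 note: cells exposed to compounds for 16 hours before the ATP read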
PDI turbidity: PDI (human) enzyme inhibition; PDI insulin aggregation turbidity, A650, 90 min; inhibition, % at 10 µM; 350,000 compounds, 0.052% hits; AID 588391;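 active = mean inhibition across replicates of 30% or more, whatever share of single replicates reach that level; inconclusive = mean inhibition below 30% while every single replicate reaches 30%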;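 note: absorbance from insulin aggregation driven by PDI reduction with DTT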
Peg3 promoter: reduces Peg3 promoter-driven luciferase expression in HeLa. inhibition, % at 20 µM. 360,000 compounds, 1.7% hits. HeLa PEG-Prom luciferase reporter, luminescence, overnight;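 active = inhibition of at least 50% at 20 µM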
m5-HT2A agonist: activates the mouse 5-HT2A serotonin receptor; P35363; CHO-K1 mHTR2A beta-arrestin complementation, luminescence; percent of 30 µM serotonin response; activation, % at 7.6 µM; 360,000 compounds, 0.66% hits; AID 624169;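 active = activation above a run cutoff, the mean activation of all tested compounds plus 3 SD, cut at about 14% in these data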;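 note: 0% = plate median of compound wells and 100% = 30 µM serotonin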
Target sequence (P35363 whole entry, looked up): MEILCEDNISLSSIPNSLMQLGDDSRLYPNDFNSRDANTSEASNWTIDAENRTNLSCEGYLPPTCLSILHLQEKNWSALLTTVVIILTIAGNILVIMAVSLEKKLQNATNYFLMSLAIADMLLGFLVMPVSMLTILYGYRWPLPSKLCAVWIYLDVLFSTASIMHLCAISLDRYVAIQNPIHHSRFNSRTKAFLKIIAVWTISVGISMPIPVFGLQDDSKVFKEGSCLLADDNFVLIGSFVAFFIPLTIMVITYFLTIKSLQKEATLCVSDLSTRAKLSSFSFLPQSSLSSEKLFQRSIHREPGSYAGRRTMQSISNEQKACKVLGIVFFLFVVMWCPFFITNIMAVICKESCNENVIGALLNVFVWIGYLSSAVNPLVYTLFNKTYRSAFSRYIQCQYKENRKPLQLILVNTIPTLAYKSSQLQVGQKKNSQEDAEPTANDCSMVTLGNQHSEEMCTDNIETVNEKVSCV
CaV13 ICDI inh: Primary screen for inhibitors of IQ motif and Ca2+-dependent inactivation inhibitor domain binding in CACNA1D, Förster resonance energy transfer in living cells, …. inhibition, % at 12.3 µM. AID 743397. HEK cells, CFP/YFP FRET ICDI-IQ, plate reader, 10 min; percent FRET-ratio fall versus neutral wells. 340,000 compounds, 0.098% hits;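 active = mean replicate inhibition of at least 30% and at least 1% of replicates passing that level; inconclusive = only one of the two criteria is met; inactive = neither criterion is met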;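 note: 0% = median of the neutral control wells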
NR2E3 ag-1: agonists of human nuclear receptor NR2E3. AID 2300. GST-NR2E3/biotin-RetCOR TR-FRET, 1536-well. Q9Y5X4. inhibition of corepressor binding, % at 4.78 µM. 320,000 compounds, 0.12% hits;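 active = percent inhibition above the cutoff of mean plus 3 SD of all tested compounds, set per screening campaign, cut at about 20% in these data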;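 note: 0% = DMSO wells and 100% = biotin wells as full block of FRET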
Target sequence (Q9Y5X4 whole entry, looked up): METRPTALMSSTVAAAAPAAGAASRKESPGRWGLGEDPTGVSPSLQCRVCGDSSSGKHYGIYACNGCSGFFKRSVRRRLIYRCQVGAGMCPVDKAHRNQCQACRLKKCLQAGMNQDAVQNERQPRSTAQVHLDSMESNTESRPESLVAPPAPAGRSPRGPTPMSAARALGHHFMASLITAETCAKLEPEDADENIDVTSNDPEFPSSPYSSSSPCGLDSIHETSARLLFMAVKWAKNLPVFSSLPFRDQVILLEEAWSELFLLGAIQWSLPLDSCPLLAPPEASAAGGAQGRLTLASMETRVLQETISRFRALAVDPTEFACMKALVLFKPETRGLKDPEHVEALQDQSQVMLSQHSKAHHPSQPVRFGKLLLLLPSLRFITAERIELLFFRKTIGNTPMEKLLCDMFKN
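Assay system: NR2E3–RetCOR corepressor complex. Quantity: 1.35 nM GST-NR2E3. Buffer or medium: pH 7.5 Tris-based buffer. Reagent: biotinylated RetCOR corepressor at 7 nM final. Schedule: 5 h at 4 °C. Detection: TR-FRET, emission read at 617 and 671 nm. Replicates: one well per compound, singlicate testing.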
TRPM1 prom inh: reduces MITF-dependent TRPM1 promoter luciferase signal; 330,000 compounds, 0.83% hits; AID 488899; inhibition, % at 12.5 µM; SK-MEL-5 TRPM1 promoter luciferase, 24 h;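 active = mean inhibition across replicates of 60% or more, whatever share of single replicates reaches that level; inconclusive = some that reach 60%, reason not given; inactive = mean inhibition across replicates below 60%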; note: values of inactives mirror those of a sister screen read the other way
Shn3 3UTR inh: reduces Shn3 3'UTR luciferase signal in osteoblasts; Clone20 osteoblast Shn3 3'UTR firefly luciferase, 24 h; inhibition, % at 12.5 µM; 360,000 compounds, 0.52% hits; AID 588674;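 active = mean inhibition of at least 75% with every replicate also reaching 75%; inconclusive = mean inhibition at least 75% but some replicate below; inactive = mean inhibition below 75%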;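 note: 0% = median of neutral control wells and 100% = pilot-screen positive control compound; some compounds past the cut are filed as inactive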
NR2E3 ag-2: activates human NR2E3 receptor; Q9Y5X4; CHO-S Gal4-NCOR/VP16-NR2E3 two-hybrid, luciferase; inhibition of corepressor binding, % at 3.98 µM; 360,000 compounds, 0.35% hits; AID 602229;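 active = inhibition above the mean of all tested compounds plus 3 SD, cut at about 70% in these data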;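 note: 0% = DMSO with NR2E3 transfected cells and 100% = cells lacking NR2E3 construct; higher means lower luciferase signal from less NR2E3 corepressor binding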
HIF-2a block: inhibitors of HIF-2a; 360,000 compounds, 0.72% hits; 786-0 RCC cells HIF-2a reporter, luciferase luminescence, overnight; AID 624352; inhibition, % at 18.8 µM;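 active = inhibition of the luminescence signal of 40% or more relative to plate controls, in a single-dose primary screen at 18.75 µM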
Active calls of the source: *; ? = inconclusive; · = no result given. Hits appear at their usual frequency; 3.9% or so of the library scored in one or more.

SMILES	H9c2 protect	hiPSC survival	PDI turbidity	Peg3 promoter	m5-HT2A agonist	CaV13 ICDI inh	NR2E3 ag-1	TRPM1 prom inh	Shn3 3UTR inh	NR2E3 ag-2	HIF-2a block
O=C(Nc1ccc(F)cc1)Nc1ccc2ccccc2n1	-1	-0.2	-1	-32	3	-20	-1	-24	-18	-13	-112
CCN(CC)S(=O)(=O)c1cccc(C(=O)OC2CCOC2=O)c1 (centres undefined)	0	1.6	12	-1	-2	-3	1	·	-29	6	8
Cc1ccc(C)c(OC(=O)C2CSC3(C)CCC(=O)N23)c1C (centres undefined)	3	0.0	-8	-2	-2	-6	1	-2	-2	-10	5
COC(=O)/C(=C\C(=O)c1ccc([N+](=O)[O-])cc1)Nc1ccc(OC)cc1	-5	-0.1	21	1	4	-5	-2	·	13	-1	5
CN(C)c1ccc(C(=O)OCC(=O)NC2CCCCC2)cc1	3	-1.7	13	-30	3	-5	-3	-6	-5	-7	-27
COc1ccc(-c2cc(=O)c3cc(OC)ccc3o2)cc1	-16	-4.4	·	-85	4	·	-1	23	41	-146	-89
CCOc1ccc(C(C)NC(=O)C2CCN(S(=O)(=O)c3ccc(OC)cc3)CC2)cc1OCC (centres undefined)	-2	-2.6	3	7	1	-3	·	7	13	-1	-4
CCOC(=O)N1CCN(C(=O)COC(=O)CNC(=O)c2ccc(OCC)c(OCC)c2)CC1	4	-0.3	0	12	3	-7	·	5	6	-8	9
COc1ccc(N2C(=S)N=C(Nc3cccc(C)c3)C23CCCCC3)cc1	-5	-1.0	8	24	0	-4	1	-7	2	-12	0
O=S(=O)(c1ccc(-n2cnnn2)cc1)N(C1CCCCC1)C1CCCCC1	-4	4.1	2	11	8	-5	3	-4	12	-1	13
CN(CC(=O)Nc1sccc1C(N)=O)S(=O)(=O)c1ccc(Cl)cc1	-3	-0.4	-4	7	-2	-7	·	7	20	-14	16
CC1CC(C)CN(CCCNC(=O)Cn2ncc3c([nH]c4ccccc43)c2=O)C1 (centres undefined)	0	0.1	6	-46	-3	-4	2	-4	4	-10	5
CS(=O)(=O)c1ccc2nc(NC(=O)Nc3ccc(Cl)c(Cl)c3)sc2c1	-23	-2.1	-2	41	2	-3	8	-14	11	-16	5
CN(C)c1cncc(C(=O)O)c1	10	5.5	4	6	-1	3	7	4	1	-25	15
Cc1ccc(C)c(OCCCCN2CCNCC2)c1C	9	-0.8	-8	-5	-4	-3	0	-5	-6	-14	13
CC1=C(C(=O)N2CCCCCC2)CC(CC(=O)NC2CCCCC2)C(=O)N1Cc1ccccc1 (centres undefined)	0	3.2	·	2	-1	-7	·	·	-26	-36	11
Fc1cccc(F)c1/C=N/N1CCOCC1	-4	-0.9	-4	-10	3	-2	2	-12	4	-20	3
N#C/C(=C\N1CCOCC1)S(=O)(=O)c1ccc(Cl)cc1	1	-0.3	2	10	1	-5	2	·	6	-15	20
COc1cccc(CNC(=O)C(c2ccc(Cl)cc2)C(C)C)c1 (centres undefined)	-2	1.7	7	-29	2	-6	-1	-2	3	-37	-14
O=C(Nc1nccs1)C1CC(=O)N(c2ccc(F)cc2)C1 (centres undefined)	-6	1.4	-5	-8	2	-6	-2	10	3	-20	9
COc1ccc(CNC(=O)CN(Cc2ccco2)C(=O)CCC(=O)Nc2ccccn2)cc1	0	0.1	7	14	3	-7	3	7	-3	2	2
CC(C)n1c(N2CCN(S(=O)(=O)c3cccc([N+](=O)[O-])c3)CC2)nc2ccccc21	2	-0.1	-7	19	1	-4	-1	8	31	10	-2
CCOCc1cn(CC(=O)c2ccc([N+](=O)[O-])cc2)c(C)nc1=N	0	-1.8	5	-11	4	-5	-2	-1	4	21	-32
O=C1N=C(N2CCCC2)CN1c1ccccc1	6	-0.1	6	-9	3	-5	3	-7	-9	1	2
On1onc2c3cc(-c4ccccc4)nc3ccc21	-11	2.0	-6	-118	-1	-7	-1	16	70	13	-168

Continued.
SMILES	H9c2 protect	hiPSC survival	PDI turbidity	Peg3 promoter	m5-HT2A agonist	CaV13 ICDI inh	NR2E3 ag-1	TRPM1 prom inh	Shn3 3UTR inh	NR2E3 ag-2	HIF-2a block
CCOc1ccc(/C=C(\C(=O)O)c2ccc(S(=O)(=O)N3CCCCC3)s2)cc1OC	2	-2.3	8	13	6	-7	·	-6	-1	-1	10
COc1ccc(CNC(=O)C(c2ccco2)N(C(=O)c2snc(C(N)=O)c2N)c2cccc(OC)c2)cc1 (centres undefined)	7	-0.3	5	32	-2	-4	4	7	-7	5	18
O=C(COc1ccc2c(-c3ccccc3)cc(=O)oc2c1)Nc1cccnc1	-9	-0.4	-7	4	-1	-7	-3	18	71	-4	14
COc1cc(N=c2ssnc2Cl)cc(OC)c1	-1	5.3	9	5	3	-5	-1	6	21	-20	19
COc1ccc(S(=O)(=O)NC(=O)C2(C)CCN2C(=O)CCc2ccc(Cl)cc2Cl)cc1 (centres undefined)	5	3.6	-2	11	9	-10	·	·	0	-39	12
Nc1ccc(C(=O)Nc2ccc(Nc3ccncc3)cc2)c([N+](=O)[O-])c1	10	4.7	1	1	-5	-6	·	·	-2	-13	10
CCN1C2OC3OC4C(OC3OC2N(CC)S1(=O)=O)N(CC)S(=O)(=O)N4CC (centres undefined)	-3	-0.1	-5	-5	3	-6	3	5	-5	0	14
CC(C)c1ccc(NC(=O)C2CC(=O)N(C(C)C)C2)cc1 (centres undefined)	0	-2.5	-7	-29	-2	-5	-1	3	-28	-15	-33
COCCCNC(=O)CSc1nc2cc3c(cc2c(=O)n1CCCC(=O)NCc1ccc(OC)cc1)OCO3	5	0.2	3	22	6	-3	-2	4	-4	0	14
CN(CC(=O)Nc1ccc(N2CCOCC2)cc1)CC(=O)Nc1ccc(Cl)cc1[N+](=O)[O-]	12	1.6	21	4	1	-5	3	0	24	-6	9
O=C(O)COCC(=O)Nc1cc(C(F)(F)F)cc(C(F)(F)F)c1	-1	0.4	-12	0	-3	-19	-1	9	-3	3	20
COc1cccc(OC)c1C(=O)NC(C)CCc1ccccc1 (centres undefined)	-3	-0.2	-4	0	2	-21	1	-6	0	2	8
O=C(Cn1cc2c(n1)CCCC2)NCc1cccs1	5	6.5	·	-8	0	-11	0	-4	-11	6	-13
Cc1ccc(C)c(Oc2ccc(S(=O)(=O)N3CCN(C)CC3)cn2)c1	14	-0.4	6	5	2	-7	-1	-1	-3	-12	5
Nc1nonc1-n1nnc(C(=O)N/N=C/C2CCCCC2)c1-c1ccccc1	-2	-0.5	1	5	-5	-3	-1	5	2	-22	-3
Nc1c(C(=O)NCCc2ccccc2)nnn1Cc1ccc(Br)cc1F	-2	-2.1	-2	18	4	-14	0	-9	6	-20	1
NC(=O)c1ccsc1NC(=O)CSc1nnc(C2CC2)n1Cc1ccccc1	9	0.1	10	20	1	1	5	3	4	-12	9
O=C([C@@H]1Cc2ccccc2CN1)N1CCN(Cc2ccccc2)CC1	6	0.6	8	3	-5	-4	·	-7	-50	-18	7
CCCOc1ccc(C(=O)N/N=C/c2ccc(-c3ccc(S(=O)(=O)Nc4ncccn4)cc3)o2)cc1	2	2.4	-1	-1	-3	-3	0	1	-19	-26	9
CCCCCCCCNCCS(=O)(=O)NCc1ccc(OC)cc1	-23	-3.1	-2	56*	-1	-8	·	-4	-27	-26	-10
O=C1NN(c2ccccc2)C(=O)/C1=C/c1ccc(-c2cccc(C(=O)O)c2)o1	2	-0.4	-2	-114	2	-4	2	-12	-42	-54	-9
CN(Cc1ccccc1)c1ccc(C(=O)O)cc1[N+](=O)[O-]	7	1.4	-11	-5	-5	-2	0	3	14	-17	10
COc1cc(CNc2ccc(N3CCOCC3)c(C(=O)O)c2)ccc1OCC(N)=O	11	7.6	-5	-9	2	-4	6	10	2	-5	7
CC1CC(=O)N(c2ccc(NCc3ccc(Cl)cc3)c([N+](=O)[O-])c2)C1=O (centres undefined)	-14	-1.5	?	6	-5	-2	-1	5	-15	1	2
CCC1CCCCN1S(=O)(=O)c1ccc(C(=O)Nc2nnc(C3=COCCO3)o2)cc1 (centres undefined)	26	0.5	8	24	-4	-3	0	15	-4	-5	15

Following part.
SMILES	H9c2 protect	hiPSC survival	PDI turbidity	Peg3 promoter	m5-HT2A agonist	CaV13 ICDI inh	NR2E3 ag-1	TRPM1 prom inh	Shn3 3UTR inh	NR2E3 ag-2	HIF-2a block
CCOC(=O)C1CCN(C(=O)CSc2n[nH]c(=O)[nH]c2=O)CC1	2	-1.6	1	6	-3	·	-3	14	-8	0	14
COc1ccc(NC(=O)CCNS(=O)(=O)c2cccc3nsnc23)cc1	4	1.5	0	13	-1	-5	-2	4	-25	-6	6
COc1ccccc1CNC(=O)c1nnc(Cc2ccc(Cl)cc2)o1	-3	0.3	7	11	-5	-6	-1	2	3	-14	4
COc1ccc(-c2ccc3c(c2)[C@@H]2C[C@H](N(C)C(=O)Nc4ccccc4)[C@H]([C@H](C)O)C(=O)N2CC3)cc1	-3	0.3	12	1	-7	-8	·	5	9	-8	-11
O=C(O)c1ccccc1/C=N/Nc1ccc(S(=O)(=O)N2CCOCC2)cc1[N+](=O)[O-]	4	-0.1	-1	-4	-1	-3	2	5	17	-9	11
CC(=O)Oc1cc2c(C(=O)NCc3ccncc3)c(C)oc2c2ccccc12	3	-0.9	0	-19	6	-6	-5	-7	-21	-8	-36
COC(=O)CCCn1cc(CN2CC(N(C)C)CS2(=O)=O)nn1 (centres undefined)	·	-0.3	·	·	2	-9	·	·	·	-16	12
O=C(CNC(=O)c1ccc2c(c1)OCO2)NCc1cccs1	2	5.4	19	-11	3	-5	·	-1	-5	-15	-12
O=C(CN1C(=O)S/C(=C\c2ccc(C(=O)O)cc2)C1=O)Nc1ccccc1	7	0.0	-5	-3	8	-20	-2	12	0	-20	6
CC(O)(CC(=O)CC(=O)c1ccccc1)c1ccccc1 (centres undefined)	19	-1.7	0	52*	-7	-6	·	10	6	-5	3
COc1ccc(CNC(=S)N/N=C(\C)c2ccc(OC)cc2)cc1	-12	-0.3	-4	-90	-5	-2	1	-5	-3	51	-135
COC(=O)Cc1ccc(OCc2ccc(Cl)nc2)cc1	-4	0.1	-7	-235	1	-3	5	-103	-40	-54	-262
COC(=O)[C@@]1(Sc2ccc(C)cc2)CC(=O)N[C@@H]1c1ccc(C(F)(F)F)cc1	·	-0.1	·	·	15*	-9	·	·	·	-36	16
O=C(NC1(C(F)(F)F)NC(=O)N(c2ccc(F)c(Cl)c2)C1=O)c1ccncc1 (centres undefined)	0	-0.9	-2	9	1	-7	0	-3	1	-6	1
CC1CCN(C(=O)CSc2n[nH]c(-c3cccs3)n2)CC1	0	-0.4	1	-19	10	-7	-2	4	-4	-25	-21
